# NR2E3 agonist = NR2E3 (human) agonism; inhibition of corepressor binding, % at 4.78 µM; 0.12% of 320,000 active; GST-NR2E3/biotin-RetCOR TR-FRET, 1536-well;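 active means percent inhibition above the cutoff of mean plus 3 SD of all tested compounds, set per screening campaign, cut at about 20% in these data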;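 further: 0% = DMSO wells and 100% = biotin wells as full block of FRET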
# Target sequence (Q9Y5X4 whole entry, looked up): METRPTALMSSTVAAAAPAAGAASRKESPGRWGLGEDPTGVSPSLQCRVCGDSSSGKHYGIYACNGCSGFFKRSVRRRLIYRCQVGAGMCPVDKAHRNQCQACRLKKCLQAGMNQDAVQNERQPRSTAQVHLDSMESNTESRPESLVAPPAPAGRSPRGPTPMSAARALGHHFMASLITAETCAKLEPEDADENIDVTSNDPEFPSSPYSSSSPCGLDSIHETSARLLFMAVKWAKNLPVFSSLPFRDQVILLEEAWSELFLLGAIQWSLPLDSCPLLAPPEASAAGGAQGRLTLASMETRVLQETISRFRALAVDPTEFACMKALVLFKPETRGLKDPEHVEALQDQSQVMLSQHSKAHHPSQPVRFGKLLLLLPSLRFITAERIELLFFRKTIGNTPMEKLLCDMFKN
#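 System: GST-tagged NR2E3 plus biotinylated RetCOR corepressor; Amount: 1.35 nM GST-tagged NR2E3 final; Dosing: single nominal compound dose of 4.8 µM; Schedule: 5 h incubation at 4 °C; Technique: TR-FRET with europium anti-GST and streptavidin-D2, 340 nm excitation; Controls: biotin wells as high control, 0.6% DMSO wells as low control.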
# An asterisk follows results filed as active. Some of the compounds tested. The share of hits here may be higher or lower than overall.
SMILES,NR2E3 agonist
COc1ccc2c(c1)cc(C)c1nnc(SCC(=O)N3CCN(C(=O)c4ccco4)CC3)n12,0.3
Cc1nc2ccccc2c2c1C(=O)NC2=O,2.2
O=C(CSCc1ccco1)c1ccc(Cl)s1,-0.3
N#CC(C#N)=Cc1ccccc1OCc1ccccc1,1.7
N#Cc1c(Cl)nc(SCc2ccccc2)nc1-c1ccccc1,18.6
Cc1ccsc1C1CC(=O)OC2=C1C(=O)CC(C)(C)C2 (stereo unspecified),-1.1
CCn1c(SCC(=O)N/N=C/c2ccccc2OCC(=O)O)nnc1-c1ccccc1,-1.2
Cc1cc2nc(-c3ccc(SCC(=O)NC(C)C)nc3)[nH]c2cc1C,2.0
N#CC1=C(N)Oc2c(ccc3ccccc23)C1c1cccs1 (stereo unspecified),-0.5
CCC1=C/C(=C\c2ccc3c(c2)OCO3)C(=O)S1,-2.2
Cc1cc(C)nc(NC(=O)CSc2ncccn2)n1,1.1
CC1(O)C(=O)C=C2C=C(C3CC3)OC=C2C1=O (stereo unspecified),2.7
COc1ccc(Oc2coc3cc(OCC(=O)N4CCCCC4)ccc3c2=O)cc1,1.5
Cc1ccc(C(=O)c2ccc(C(F)(F)F)cc2)cc1,-1.9
N=c1c(-c2nc3ccccc3[nH]2)cc(C(=O)c2cccs2)nn1-c1ccc(Cl)cc1,0.1
CC(=O)OC[C@H]1O[C@@H](O/N=C(\C)CCN2CCCCc3nc(C)c(C)cc32)[C@H](OC(C)=O)[C@@H](OC(C)=O)[C@@H]1OC(C)=O,-0.1
O=C(O)c1cccnc1SC1CC(=O)N(c2cccc3ccccc23)C1=O (stereo unspecified),0.9
CCN1CCN(CCNC(=O)C2CCN(Cc3nc(-c4ccc(Cl)cc4)oc3C)CC2)CC1,-0.7
O=C(CSc1nnc2c3ccccc3c3ccccc3c2n1)Nc1ccccc1,-2.9
CCCCCCc1cc2cc(C(N)=O)c(=N)oc2cc1O,0.9
COc1ccc(CNC(=O)c2sc3nc4c(c(C(F)(F)F)c3c2N)CCC4)cc1,-1.2
N#CC(C#N)=C1C=C2C=C(N3CCCCC3)CCC2CC1 (stereo unspecified),-5.7
CCC(C(=O)OCC(=O)Nc1cccc(S(=O)(=O)NC2=NCCCCC2)c1)c1ccccc1 (stereo unspecified),1.8
COc1cccc2cc(C(=O)NC3CC(C)(C)NC(C)(C)C3)c(=O)oc12,3.3
CSc1cccc(NC(=O)c2ccccn2)c1,1.6
COc1ccc(NC(=O)c2cccc(C(=O)Nc3ccc(OC)cc3)n2)cc1,-0.1
Cc1cc(C)n(C(=O)C23CC4CC(CC(C4)C2)C3)n1,-1.4
Cc1ccc(NCN2C(=O)C3C4CCC(C4)C3C2=O)cc1 (stereo unspecified),4.2
COc1cccc(-c2c3c([nH]c(=O)c2C#N)CCc2cc(OC)ccc2-3)c1,-0.4
CC(=O)Oc1ccc2oc(-c3ccccc3)c(C(N)=O)c2c1,-0.7
O=C1C2CCCN2c2ccc(S(=O)(=O)N3CCOCC3)cc2N1Cc1cccc(C(F)(F)F)c1 (stereo unspecified),7.0
O=C(CSc1nnc(Cc2cc(=O)[nH]c(=O)[nH]2)n1-c1ccc(Cl)cc1)N1CCc2ccccc21,2.1
COc1ccc2cc(/C=C/C(=O)c3ccco3)c(Cl)nc2c1,-0.4
COc1ccc(C(=O)Nc2ccc3nc4n(c(=O)c3c2)CCCC4)cc1[N+](=O)[O-],-1.9
CC1(OC(=O)C2CCCC2)C(=O)C=C2C=C3CCCN3C=C2C1=O (stereo unspecified),1.9
Cc1coc2cc3oc(=O)c4c(c3cc12)CCC4,1.4
O=C(CSc1nnc(-c2ccc(Cl)s2)o1)N1CCc2ccccc21,2.9
Cc1noc(C)c1S(=O)(=O)Nc1ccc(C(=O)N2CCC(C)CC2)cc1,4.3
c1ccc(C(c2ccccc2)N2CCN(c3nc4ccccc4n4cnnc34)CC2)cc1,2.8
COc1cc(/C(C)=C/c2ccccc2)c2c(c1)oc1ccccc12,-3.1
CC(=O)OC1=C(C#N)Cn2ccc3cccc1c32,-0.2
COCCN1C(=O)N[C@@H](c2ccc(Br)cc2)C(C(=O)OC)=C1C,-2.8
CCCN1C(=O)/C(=c2\s/c(=C3\C=Cc4ccccc4N3CC)c(=O)n2-c2ccccc2)SC1=S,0.3
Cc1nn2c(N)csc2nc1=O,-2.3
COC(=O)C1=C[C@@H](C(=O)OC)[C@@H]2C3=C(C(=O)[C@@]2(C)NC(=O)c2ccccc2)[C@H](c2ccccc2)n2c(=O)n(-c4ccccc4)c(=O)n2[C@@H]3C1,-0.7
C#CCOCCOCCOCCNc1nc(N2CCN(C(=O)CCCCCCCCCCNC(=O)[C@H](CO)n3cc(CCCCCN)nn3)CC2)nc(N2CCN(C(=O)CCCCCCCCCCNC(=O)[C@H](CCCN=C(N)N)n3cc(C[C@@H](C)CC)nn3)CC2)n1,-9.2
O=[N+]([O-])c1cc(C=Nc2cccc3c(O)cccc23)ccc1Cl,-14.2
COc1ccc(C(c2c(C)n(C)n(-c3ccccc3)c2=O)c2c(C)n(C)n(-c3ccccc3)c2=O)cc1O,0.0
CC(C)(C)OC(=O)NCCCC1=CC2=CC(=O)C(C)(O)C(=O)C2=CO1 (stereo unspecified),-1.0
O=C(OC[C@H]1O[C@@H](OC(=O)c2cc(O)c(O)c(OC(=O)c3cc(O)c(O)c(O)c3)c2)[C@H](OC(=O)c2cc(O)c(O)c(OC(=O)c3cc(O)c(O)c(O)c3)c2)[C@@H](OC(=O)c2cc(O)c(O)c(OC(=O)c3cc(O)c(O)c(O)c3)c2)[C@@H]1OC(=O)c1cc(O)c(O)c(OC(=O)c2cc(O)c(O)c(O)c2)c1)c1cc(O)c(O)c(OC(=O)c2cc(O)c(O)c(O)c2)c1,13.1
# Next section.
SMILES,NR2E3 agonist
CC(=O)Nc1nc2c(c3c1c(=O)oc1ccccc13)CCCCC2,0.3
CC(C)(C)NS(=O)(=O)c1cccc(S(=O)(=O)c2cccc(S(=O)(=O)NC(C)(C)C)c2)c1,-4.6
CCCCN1C(=O)/C(=C/C=C2\N(C)c3ccccc3C2(C)C)SC1=S,1.4
Cc1ccc2occ(CN3CCN(Cc4ccccc4)CC3)c(=O)c2c1,3.6
CC1(OC(=O)c2ccco2)C(=O)C=C2C=C(c3ccsc3)OC=C2C1=O (stereo unspecified),1.9
O=C1[C@H]2[C@H]3[C@H](O)[C@H](O)C/C(=N\OC[C@@H](O)COCc4ccco4)[C@@H]3CC[C@H]2C(=O)N1c1ccc(F)cc1F,-2.9
CCOC(=O)N1CCN(C(=O)c2ccc3c(=O)n4c(nc3c2)CCCCC4)CC1,0.5
Cc1ccc2c(c1)sc1ncc(NC(=O)c3ccc(F)cc3)c(=O)n12,-3.8
Cc1ccc(Nc2[nH]c(=O)c3ccccc3c2C(=O)c2ccccc2)cc1,4.4
COc1ccc(CC(NC(C)=O)C(=O)NC2CCN(c3c4c(nc5ncnn35)CCC4)CC2)cc1OC (stereo unspecified),2.1
CCN1CCN(C2CC(=O)NC2=O)CC1 (stereo unspecified),2.4
Fc1ccc2[nH]c3c(N4CCN(C5CCCCC5)CC4)ncnc3c2c1,-0.3
CC(=O)OCCCN1C(=O)c2cccc3cc(Br)cc(c23)C1=O,5.4
C/C(=N\O)C1CCCCC1,0.7
O=C(c1ccc(F)cc1)C1CCN(CCn2c(=S)[nH]c3ccccc3c2=O)CC1,2.6
Cc1ccccc1[C@]1(C)ON(c2ccccc2C(F)(F)F)C1=O,-0.9
O=C(Nc1ccccc1-c1ccccc1)C(=O)Nc1ccccc1-c1ccccc1,-0.2
CC(C)N1CC=C2C(C#N)=C(N)C(C#N)(C#N)[C@H](c3ccoc3)[C@H]2C1,2.6
COc1ccc(C2C=C(c3ccc(Br)s3)Nc3ncnn32)cc1OC (stereo unspecified),4.9
CCOC(=O)N1CCN(C(=O)CCn2c(=S)[nH]c3cc(OCC)c(OCC)cc3c2=O)CC1,1.9

# Arranged by count of non-hydrogen atoms (smallest number first): some entries from above
SMILES,NR2E3 agonist
Cc1ccccc1[C@]1(C)ON(c2ccccc2C(F)(F)F)C1=O,-0.9
CC(C)N1CC=C2C(C#N)=C(N)C(C#N)(C#N)[C@H](c3ccoc3)[C@H]2C1,2.6
O=C(Nc1ccccc1-c1ccccc1)C(=O)Nc1ccccc1-c1ccccc1,-0.2

# Later entries:
SMILES,NR2E3 agonist
C/C(=N\Nc1ccc([N+](=O)[O-])cc1[N+](=O)[O-])c1cc2c(ccc3ccccc32)oc1=O,-0.3
CCCOc1ccc(C2C(C(=O)c3ccco3)=C(O)C(=O)N2CCN2CCOCC2)cc1OC (stereo unspecified),0.9
CCn1c(SCC(=O)NCc2ccco2)nnc1-c1ccncc1,0.7
C#CCOCCOCCOCCNc1nc(N2CCN(C(=O)[C@H]([C@@H](C)CC)n3cc([C@@H](N)CO)nn3)CC2)nc(N2CCN(C(=O)[C@H](Cc3cc4ccccc4[nH]3)n3cc([C@@H](N)C(C)CC)nn3)CC2)n1 (stereo partly specified),1.7
Cc1ccc(S(=O)(=O)CC#CCOC(=O)c2ccc([N+](=O)[O-])cc2)cc1,2.3
NC1CCN(c2cccc(Cl)n2)CC1,1.2
CCOC(=O)c1sc(NC(=O)/C=C/c2cnn(C)c2C)c(C(=O)OCC)c1C,3.4
CC(=O)COc1nc2c(c(-c3ccco3)c1C#N)CCc1ccccc1-2,2.7
COc1ccccc1OCCSc1nc(C)c(Cc2ccccc2)c(=O)[nH]1,1.7
O=C(CN1C(=O)C2CCCN2C(=O)c2ccccc21)Nc1ccccc1-n1cccc1 (stereo unspecified),-3.9
Cc1conc1NC(c1cccs1)c1ccc2cccnc2c1O (stereo unspecified),-0.8
Cc1ccnc(N=Cc2c(O)ccc3oc4c(c23)CCCC4)c1,2.0
N#CCCN/N=C(/Cc1nc2ccccc2[nH]1)c1ccc(Cl)cc1,-2.6
O=C1[C@@H]2C3C=CC(O3)[C@@H]2C(=O)N1c1ccccc1,4.7
CNC(C)C#Cc1ccc2c(=O)c3c(OC)cccc3oc2c1 (stereo unspecified),1.9
CCN1CCN(CCCCSc2ccccc2)CC1,2.6
O=C1Nc2ccc(Br)cc2/C1=C/c1ccc(C(=O)O)cc1,0.0
Cc1ccc(S(=O)(=O)NCc2ccc(C(=O)NCc3cccnc3)cc2)cc1,-0.4
O=C1c2cccc3c2[C@H](CCC3)CN1[C@@H]1CN2CCC1CC2,-0.8
COc1ccc(Nc2cc(C(=O)NCc3ccccn3)c3ccccc3n2)c(OC)c1,0.9
Cc1nc2c3ccccc3n(CCN3CCCCC3)c2s1,0.9
COc1ccc(C(OCC2CO2)c2ccc(OC)cc2)cc1 (stereo unspecified),-3.4
Cc1ccc(Cl)cc1Nc1nc(-c2sc(NC(=O)c3ccccc3)nc2C)cs1,-3.8
O=C(O)c1cc(-c2ccc(/C=c3\sc4nc5ccc(Br)cc5n4c3=O)o2)ccc1Cl,1.5
COc1ccc(O[C@H]2C=C[C@@H](c3ccccc3)O[C@@H]2CO/N=C/C[C@@H]2C=C[C@H](OC(C)=O)[C@@H](COC(C)=O)O2)cc1,5.8
O=C(NC1CCCCC1)C(=S)NC1CCCCC1,3.3
O=C(CN1CCC2(CC1)OCCO2)c1c[nH]c2ccccc12,0.9
O=C(CNc1cc(S(=O)(=O)N2CCCC2)ccc1OCC(F)(F)F)Nc1cc(Cl)cc(Cl)c1,2.0
CC[C@H](C)[C@@H](NC(=O)O[C@@H]1C(=O)c2cc(Br)ccc2O[C@H]1c1cccc(OC)c1)C(=O)OC,0.5
CC(=O)OCC(CCn1cnc2cnc(N)nc21)COC(C)=O,-1.9
COc1ccc(-n2c(N)cc(=O)[nH]c2=O)cc1,1.3
CCOC(=O)N1CCc2c(sc3[nH]c(=S)[nH]c(=S)c23)C1,2.0
Cc1cccc(-n2c(SCc3cc(=O)n4c(C)cccc4n3)nc3[nH]ncc3c2=O)c1,-1.2
CCCNC(=O)OC[C@H]1O[C@H](CCO/N=C/C[C@@H]2C=C[C@H](OC(C)=O)[C@@H](COC(C)=O)O2)C=C[C@@H]1Oc1ccc(OC)cc1,-0.4
CCCCC1=NC2(CCCC2)C(=O)N1Cc1ccc(-c2ccccc2-c2nn[nH]n2)cc1,-0.3
CC(C)(C)n1nc2c(c1NC(=O)Cc1cccs1)CSC2,1.5
O=C(Nc1ccc(Oc2ncnc3cc(Cl)ccc23)nc1)c1ccc(F)cc1,1.9
CCCCC[C@H](O)/C=C/[C@H]1[C@H](O)CC(=O)[C@@H]1CCCCCCC(=O)O,-1.9
CC1(C)CC(NC(=S)NCc2ccc3c(c2)OCO3)CC(C)(C)N1,-5.3
N#CC1(C#N)C2=C(CCCC2)NC(c2ccccc2)C1(C#N)C#N (stereo unspecified),0.1
CC1(C)CC[C@]2(CO)[C@@H](O)C[C@]3(C)C(=CCC4[C@@]5(C)CC[C@H](O)C(C)(C)C5CC[C@]43C)[C@@H]2C1 (stereo partly specified),4.6
Cc1nnc(SCCn2c(N3CCC(Cc4ccccc4)CC3)nc3c2c(=O)[nH]c(=O)n3C)s1,-2.1
CC(=O)c1cccc(NC(=O)Nc2cc3sccc3n2C)c1,2.2
Cc1ccc(C(C)C)c(OCC(=O)NN=C(CCl)CCl)c1,0.0
O=C(Nc1ccc(Cl)c(Cl)c1)Nc1cc(C(=O)NC2CC2)ccc1Cl,-3.9
CCN(CC)CCN1C(=O)C(O)=C(C(=O)c2ccc(C)o2)C1c1ccccn1 (stereo unspecified),-3.0

# Reprinted at random: 7 entries already listed.
SMILES,NR2E3 agonist
CC1(O)C(=O)C=C2C=C(C3CC3)OC=C2C1=O (stereo unspecified),2.7
CSc1cccc(NC(=O)c2ccccn2)c1,1.6
O=C(CSCc1ccco1)c1ccc(Cl)s1,-0.3
CC(C)(C)OC(=O)NCCCC1=CC2=CC(=O)C(C)(O)C(=O)C2=CO1 (stereo unspecified),-1.0
Cc1ccc(C(C)C)c(OCC(=O)NN=C(CCl)CCl)c1,0.0
Cc1nnc(SCCn2c(N3CCC(Cc4ccccc4)CC3)nc3c2c(=O)[nH]c(=O)n3C)s1,-2.1
CCC(C(=O)OCC(=O)Nc1cccc(S(=O)(=O)NC2=NCCCCC2)c1)c1ccccc1 (stereo unspecified),1.8
